Screening results from PubChem BioAssay.
12-LOX inh – inhibitors of human 12S-lipoxygenase ALOX12. P18054. purified 12hLO, xylenol orange hydroperoxide absorbance. Potency, µM (highest dose often 108 µM), for the others: top-dose activity change, negative = inhibition, usual class: inhibitors. hit rate 1.1% among 580,000. AID 1671190; active means well fitted inhibition curve with a large enough effect; inconclusive means small, poorly fitted or top-dose-only effect, or another doubt; inactive means no such curve, though single readings can be large or run the other way; further: potency means the concentration at half of the fitted maximal effect
Target sequence (P18054 whole entry, looked up): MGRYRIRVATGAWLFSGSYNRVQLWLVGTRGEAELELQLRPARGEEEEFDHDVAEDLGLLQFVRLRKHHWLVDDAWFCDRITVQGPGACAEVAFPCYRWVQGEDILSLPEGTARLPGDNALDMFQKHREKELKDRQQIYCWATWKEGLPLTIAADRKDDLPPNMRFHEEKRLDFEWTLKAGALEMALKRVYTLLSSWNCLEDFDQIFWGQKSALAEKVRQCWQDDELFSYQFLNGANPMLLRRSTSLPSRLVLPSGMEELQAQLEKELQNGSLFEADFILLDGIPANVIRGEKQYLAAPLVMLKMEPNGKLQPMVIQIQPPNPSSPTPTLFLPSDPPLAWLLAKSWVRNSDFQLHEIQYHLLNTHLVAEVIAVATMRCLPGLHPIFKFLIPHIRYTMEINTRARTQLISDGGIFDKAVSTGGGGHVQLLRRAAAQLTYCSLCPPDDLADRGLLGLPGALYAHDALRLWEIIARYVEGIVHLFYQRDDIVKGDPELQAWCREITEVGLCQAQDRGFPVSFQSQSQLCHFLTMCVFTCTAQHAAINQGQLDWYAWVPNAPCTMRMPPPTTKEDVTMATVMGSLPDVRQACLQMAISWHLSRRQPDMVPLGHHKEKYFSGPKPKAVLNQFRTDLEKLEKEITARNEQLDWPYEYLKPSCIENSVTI
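Hydroperoxide product was detected by ferrous iron/xylenol orange as the 573 to 405 nm absorbance ratio. Arachidonic acid at 40 uM (final) was turned over for 30 min at room temperature by 150 nM human 12hLO, pH 7.0 Hepes buffer, after 15 min compound preincubation.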
LDHA block – LDHA (human) enzyme inhibition | activity change, % (values are at about 110 or 230 µM) | hit rate 0.15% among 480,000 | P00338 | purified LDHA, NADH/diaphorase-resazurin fluorescence; hits give low values; in the data active means activity change below about -30%; inconclusive means mostly about -25% to -30%;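 further: plate controls were DMSO wells for no effect and wells without enzyme for full effect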
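Resorufin fluorescence (ex540/em590), read at 0 and 20 min after diaphorase/resazurin addition, reports the NADH left after a 5 min room-temperature reaction of 2 nM human LDH5 with 0.06 mM NADH and 0.2 mM pyruvate.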
* = called active by the depositor; ? = inconclusive; & = joins results of further samples; [ ] = another dose, or the depositor's remark. Unless noted, on the % scale 0 is the no-effect control and ±100 the full control effect.

Screens in order – 12-LOX inh, LDHA block
1: O=C(NCc1ccco1)c1cc(S(=O)(=O)C2CCS(=O)(=O)C2)ccc1F (stereo unspecified)
→ ?, 1
2: C=CCSC1=N/C(=C\c2ccc(C(C)C)cc2)C(=O)S1
→ ?, 4
3: Cc1ccc(OCCN2CCN(c3ncnc4scc(-c5ccccc5)c34)CC2)cc1
→ -5%, 14
4: CC(C)OCCCNc1nc2c(c(=O)n(C)c(=O)n2C)n1Cc1ccccc1Cl
→ -1%, 2
5: CCc1nc2ccc(C(=O)NCc3ccc(OC)cc3)cn2c1N(CC)Cc1cccc(Br)c1
→ -13%, -2
6: O=C(Nc1ccccc1)C1=C(N2CCN(c3ccc(F)cc3)CC2)c2ccccc2S1(=O)=O
→ -7%, 1
7: O=C(CCc1ncc(-c2ccccc2)o1)N1CCc2ccccc21
→ ?, 8
8: CC(=O)c1c(C)oc2cc(C)c(NS(=O)(=O)c3ccc(C(C)(C)C)cc3)cc12
→ ?, -21
9: CC(C)NC(=O)c1cc(Cl)ccc1OCc1ccccc1
→ -17%, -1
10: Cc1[nH]c2ccc(Cl)cc2c1C(=O)CCl
→ -71%, 2
11: CCc1ccc2c(C)nc(Nc3nc(C)c(CCC(C)C)c(=O)[nH]3)nc2c1
→ 2%, 8
12: C/C(CC1(O)C(=O)Nc2ccccc21)=N/O (stereo unspecified)
→ ?, 0
13: O=C(CN1CCCc2cc(F)cc(F)c21)Nc1cccc2nsnc12
→ 4%, 20
14: O=C(c1ccc(Cl)cc1)c1ccccc1C(=O)N1CCN(C(=O)C2CC2)CC1
→ 1%, 3
15: Cc1ccc(C(=O)Cn2c(Br)nc3c2c(=O)n(C)c(=O)n3C)cc1
→ 12%, 38
16: O=C(NCC(c1ccccc1)c1c[nH]c2ccccc12)c1ccc[n+]([O-])c1 (stereo unspecified)
→ -31%, 3
17: CCCN1Cc2cccc(C(=O)Nc3ccc(F)c(Cl)c3)c2C1=O
→ 7%, 8
18: COc1ccccc1Cn1c(C)c(C(=O)NCc2ccco2)sc1=O
→ -26%, 1
19: CCc1cccc(C)c1NC(=O)CC12CC3CC(CC(C3)C1)C2
→ 7%, 1
20: Cc1cc2nc(CSCC(=O)Nc3cccc(C)c3C)cc(=O)n2o1
→ -29%, -3
21: Cc1nc2ccccc2n1C(c1cccnc1)c1nc2ccccc2[nH]1 (stereo unspecified)
→ 11%, -1
22: CC1CCc2c(nc3ccc4ccccc4c3c2-c2cccc(O)c2)C1 (stereo unspecified)
→ 4.5µM*, 29
23: CCOC(=O)c1ccc(NC(=O)c2ccccc2-c2ccccc2)cc1
→ -1%, -6
24: COc1ccccc1/C=C/c1nc(C#N)c(NCc2ccc3c(c2)OCO3)o1
→ ?, 5
25: Cc1ccc(Cl)cc1NC(=O)c1nc2ccccc2nc1N1CCCCC1
→ 2%, -1
26: CC(C)C[C@H]1CNC(=S)N1C[C@H]1CCCN1C[C@H](CC(C)C)N1C[C@H](Cc2ccc(O)cc2)N(CC2CCCCCC2)C1=S
→ -68%, -13
27: CN(c1cccc(F)c1)c1cc2c(c3c1ccn3C)C1CCC2C1 (stereo unspecified)
→ -16%, -6
28: CC(C)(C)c1ccc(CS(=O)Cc2ccc(Cl)cc2)cc1 (stereo unspecified)
→ -21%, 0
29: O=Cc1cccc(Br)c1O
→ -17%, 12
30: COc1ccc(Cn2cc(Cn3c4ccccc4c(=O)n3C(C)C)nn2)cc1
→ -3%, -12
31: Cc1[nH]c2c(C(=O)N3CCCCC3)cccc2c1C
→ -5%, 10
32: COc1c(Cl)cc(NCC(=O)NC(C)(C#N)C(C)C)cc1Cl (stereo unspecified)
→ -19%, 3
33: CCc1c(C(=O)NCCC23CC4CC(CC(C4)C2)C3)csc1C
→ 7%, -4
34: Cc1cccc(C)c1NC(=O)C(c1ccncc1)N1CCN(CCN(C)C)CC1 (stereo unspecified)
→ ?, -6
35: CCC(NC(=O)c1ccco1)C12CC3CC(CC(C3)C1)C2 (stereo unspecified)
→ 28%, 0
36: COc1cccc(CNC(=O)Nc2ncc(-c3ccccc3)n2C)c1
→ -4%, 0
37: COc1ccccc1-c1nnc(SCC(=O)N(Cc2ccccc2)C(C)C)n1N
→ 1%, 0
38: CC(C)C(NS(C)(=O)=O)C(=O)Nc1cccc(Cl)c1 (stereo unspecified)
→ 38%[activator], -3
39: Cc1ccccc1C1CCCN1CC(=O)N(CCC#N)c1ccccc1F (stereo unspecified)
→ 10%, 11
40: COC(=O)C1C(C(=O)OC)C2(OC(c3ccccc3)=CC2=O)C12OC(c1ccccc1)=CC2=O (stereo unspecified)
→ ?, 1
41: CCOc1cccc(C2CC(=O)Nc3c2c(=O)nc(SCc2ccccc2Cl)n3C)c1 (stereo unspecified)
→ ?, 2
42: C/C(=N\NC(=O)C(O)(c1ccccc1)c1ccccc1)c1cccs1
→ 19%, -4
43: CN(Cc1ccccc1)c1cc2c(c3c1ccn3C)C1CCC2C1 (stereo unspecified)
→ ?, 10
44: CCOC(=O)c1ccc(NC(=S)N(CCO)Cc2ccccc2)cc1
→ ?, -4
45: CCC(NCC(N)=O)C12CC3CC(CC(C3)C1)C2 (stereo unspecified)
→ 8%, 9

Looked up above:
entry 33 in 12-LOX inh = 7%
entry 42 in 12-LOX inh = 19%

More compounds
Screens in order – 12-LOX inh, LDHA block
46: O=C(NC12CC3CC(CC(C3)C1)C2)c1cc(Br)c[nH]1
→ 14%, 1
47: O=C(c1ccc2ccccc2c1)N(Cc1ccc2[nH]ccc2c1)C1CC1
→ ?, -1
48: CCCN1CCC(NC(=O)c2cccs2)CC1
→ 9%, 1
49: COC(=O)c1cccc(C(=O)NCC(F)(F)F)c1
→ 19%, 0
50: CC(C)COC(=O)CN1C(=O)S/C(=C/c2ccc(Cl)cc2)C1=O
→ 24%, 0
51: Cc1ccc(C)c(NC(=O)C(C)N(C)Cc2ccc3ccccc3c2)c1 (stereo unspecified)
→ -6%, 6
52: Cc1ccc(-c2noc(COc3ccc4c(C)cc(=O)oc4c3)n2)cc1
→ 5%, -9
53: O=C(Nc1ccc2[nH]ncc2c1)c1cnc2c(cnn2C2CCCC2)c1
→ 34%, 33
54: CCc1nc2ccc(C(=O)NCc3cccs3)cn2c1N(C)Cc1nccs1
→ 9%, -6
55: O=S(=O)(c1ccc2c(c1)CCN2Cc1cccc(Cl)c1)N1CCOCC1
→ ?, -23
56: CC(CC(=O)O)CC(=O)N1CCCCC1 (stereo unspecified)
→ -23%, -13
57: O=c1c2ccccc2nc2sc(COc3ccc(Br)cc3)nn12
→ 1%, 2
58: C=CCOc1ccc(C(=O)Nc2cccc(F)c2)cc1
→ 24%, 12
59: Fc1ccc(NC(=S)NCCc2c[nH]c3ccccc23)cc1
→ -27%, 6
60: CC1CCC(NC(=O)CN2C(=O)C(C)(C)c3cc(S(=O)(=O)N4CCC(C)CC4)ccc32)CC1 (stereo unspecified)
→ -52%, -8
61: COCCNC(=O)C1(C)CCCN(C(=O)c2ccc(OC)c(OC)c2)C1 (stereo unspecified)
→ 1%, -8
62: COc1cc(NC(=O)Nc2ccc3nc(N4CCOCC4)cc(C)c3c2)cc(OC)c1
→ ?, 1
63: C#CCNC(=O)c1ccc2ccccc2n1
→ 62%[activator], 1
64: COCc1cnc2c(c1SCC(=O)NC1CCCC1)c(=O)n(C)c(=O)n2C
→ ?, 14
65: COc1ccc(/C(C#N)=C/c2ccc(-c3cccc(C(F)(F)F)c3)o2)cc1OC
→ -7%, -1
66: CCOC(=O)c1cc(NC(=O)c2ccccc2)ccc1N1CCOCC1
→ -3%, 3
67: Cc1cc(C)c2c(n1)oc1c(=O)n(CC(=O)NC3CCCCC3)cnc12
→ 21%, 5
68: COC(=O)CC1C(=O)NCCN1S(=O)(=O)c1ccc(Cl)cc1 (stereo unspecified)
→ 26%, -3
69: CC(C)(CNC(=O)C1CCCCC1C(F)(F)F)C(N)=O (stereo unspecified)
→ -8%, 6
70: CS(=O)(=O)c1ccccc1C(=O)NCc1coc(-c2cccs2)n1
→ 7%, -9
71: COc1cc(CN2C[C@@H](CO)O[C@@H](n3cnc4c(NC5CC5)ncnc43)C2)cc(OC)c1OC
→ 3%, -6
72: Cc1cc(C)c2nc(C)cc(C(=O)O)c2c1
→ -18%, 1
73: Cc1cccc(C(=O)NCCc2c[nH]c3ccccc23)c1C
→ -5%, 0
74: CC(=O)Nc1c(C#N)c(-c2ccccc2)c(C#N)c(=O)n1-c1ccc(C)cc1
→ -16%, 0
75: CC(C)NC(=O)c1cc(C2CCCCN2C(=O)c2ccc(C(C)C)cc2)on1 (stereo unspecified)
→ 0%, -4
76: Cc1cc(C2CCCN2S(=O)(=O)c2cc(C)c(C)cc2C)on1 (stereo unspecified)
→ 12%, 0
77: Cc1ccc(CNC(=S)Nc2ccccc2Cl)cc1
→ 45µM*, 12
78: Cc1ccc(CCNC(=O)C2CC2)o1
→ -19%, 13
79: O=c1cccc(-c2cccc3ccccc23)o1
→ ?, 0&1
80: CC(C)C(NCc1ccccc1)C(=O)O (stereo unspecified)
→ -30%, -2
81: Cn1nnnc1-c1cccc(NS(=O)(=O)c2cc(C(F)(F)F)ccc2Cl)c1
→ 7%, 2
82: Cc1cc(C)n(-c2nc3cc(Cl)ccc3nc2NCc2cccnc2)n1
→ -3%, 0
83: Cc1ccc(NC(=O)C2CC3CCC2C3)c(Cl)c1 (stereo unspecified)
→ -29%, 8
84: CC(=O)Nc1cccc(-c2ccnc3c2CC(C)(C(=O)Nc2cccc(C(C)=O)c2)O3)c1 (stereo unspecified)
→ 16%, -5
85: COc1ccc(CN2CCCC2c2cccc(C)c2)cc1O (stereo unspecified)
→ -26%, 4
86: Cc1cc(Cl)ccc1-c1nc(NC(C)C)nc2ccsc12
→ -9%, -5
87: Cc1ccc(C)c(OC(=O)c2ccc(CSc3ccc(Cl)cc3)cc2)c1
→ -21%, -2
88: C[N+](C)(N)Cc1ccccc1
→ ?, 2
89: CCOc1ccc(CNC2CC2)cc1
→ ?, 7
90: CC1(C(=O)NCc2ccc3c(c2)OCO3)CCN1Cc1csc2ccccc12 (stereo unspecified)
→ 3%, -3

Entries of single compounds, quoted from the list:
`O=C(Nc1ccc2[nH]ncc2c1)c1cnc2c(cnn2C2CCCC2)c1` in the list: 12-LOX inh = 34%; LDHA block = 33
`CC(C)NC(=O)c1cc(Cl)ccc1OCc1ccccc1` in the list: 12-LOX inh = -17%; LDHA block = -1
`Cc1ccc(NC(=O)C2CC3CCC2C3)c(Cl)c1` (stereo unspecified) in the list: 12-LOX inh = -29%; LDHA block = 8

Other results follow:
Screens in order – 12-LOX inh, LDHA block
91: NC(=O)c1ccsc1NC(=O)COC(=O)c1ccc(Br)cc1
→ ?, -6
92: Cn1c(=O)[nH]c(=O)c2c1nc(SCC(=O)O)n2Cc1ccc(Cl)cc1
→ ?, 0
93: O=C(CCC(=O)c1cccs1)Nc1cccc(N2CCCC2=O)c1
→ ?, -1
94: CCN(C(=O)Cn1nc(Cc2cccnc2)c2ccccc2c1=O)c1cccc(Cl)c1
→ 9%, -3
95: Cc1ccc(-c2nn(CC(=O)N3CCCCC3)c(=O)c3ccccc23)cc1S(=O)(=O)N(C)C
→ -25%, -15
96: CCCC(=O)Nc1c(-c2cccc3ccccc23)c(=O)c2ccccc2n1C
→ 24%, -1
97: CCNC(=O)NC(=O)C(C)Sc1cccc2cccnc12 (stereo unspecified)
→ -28%, -3
98: CC(C)Cn1nc(C(=O)Nc2ccc(S(=O)(=O)N(C)C)cc2)c2ccccc2c1=O
→ 7%, 15
99: COC(CNC(=O)CC(C)C)c1ccccc1 (stereo unspecified)
→ -1%, 4
100: CCOc1ccc(CN(C)CC(=O)Nc2ccc(F)c(Cl)c2)cc1
→ 76%[activator], 2
101: CCCCCC(C)NC(=O)C1CC2CCC1C2 (stereo unspecified)
→ 46%, -6
102: COc1ccccc1NC(=O)Nc1nnc(N(C)C2CCCCC2)s1
→ 69%[activator], -2
103: Cc1oc2cc(OCCN3CCN(CCO)CC3)ccc2c(=O)c1-c1ccccc1
→ -3%, -7
104: O=C(C1CCCC1)N1CCN(c2nc3ccccc3o2)CC1
→ ?, -7
105: Cc1onc(-c2ccccc2Cl)c1C(=O)Nc1ccccc1NC(=O)c1ccccc1
→ -6%, -18

Random excerpt: 5 compounds from above, in no set order.
Screens in order – 12-LOX inh, LDHA block
43: CN(Cc1ccccc1)c1cc2c(c3c1ccn3C)C1CCC2C1 (stereo unspecified)
→ ?, 10
32: COc1c(Cl)cc(NCC(=O)NC(C)(C#N)C(C)C)cc1Cl (stereo unspecified)
→ -19%, 3
17: CCCN1Cc2cccc(C(=O)Nc3ccc(F)c(Cl)c3)c2C1=O
→ 7%, 8
78: Cc1ccc(CCNC(=O)C2CC2)o1
→ -19%, 13
5: CCc1nc2ccc(C(=O)NCc3ccc(OC)cc3)cn2c1N(CC)Cc1cccc(Br)c1
→ -13%, -2

Three structures already listed, ordered by SMILES length, lowest first:
Screens in order – 12-LOX inh, LDHA block
97: CCNC(=O)NC(=O)C(C)Sc1cccc2cccnc12 (stereo unspecified)
→ -28%, -3
91: NC(=O)c1ccsc1NC(=O)COC(=O)c1ccc(Br)cc1
→ ?, -6
93: O=C(CCC(=O)c1cccs1)Nc1cccc(N2CCCC2=O)c1
→ ?, -1

These rows are one share of the data (hit frequency here may not be typical).
